# Jurkat autofluor = counter-screen for VLA-4 integrin: compound autofluorescence in Jurkat cells; flow cytometry; hits give high values; 1 = vehicle-only cell background; fluorescence ratio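 (tested at 10 µM compound in the well)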; 24,000 tested, 0.61% active;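 active = fluorescence ratio above 2.44, which is 1 plus 3 SD of all ratios; inconclusive = signal too bright to measure linearly, ratio around 10 or more; inactive = fluorescence ratio below 2.44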;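 note: green fluorescence of cells measured with 488 nm excitation and 530 nm emission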
# VLA-4 allo ag = allosterically activates the human VLA-4 integrin | Jurkat cells, LDV-FITC binding, flow cytometry | activation, % at 10 µM (by protocol) | 24,000 tested, under 10 active | AID 528;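 active = fluorescent ligand binding to cells raised by more than 40% of the manganese-induced maximum; inconclusive = compound's own fluorescence above 85% of the ligand control signal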;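 note: 0% = ligand binding without compound and 100% = manganese-stimulated maximal binding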
# Target sequence (P13612 whole entry, looked up): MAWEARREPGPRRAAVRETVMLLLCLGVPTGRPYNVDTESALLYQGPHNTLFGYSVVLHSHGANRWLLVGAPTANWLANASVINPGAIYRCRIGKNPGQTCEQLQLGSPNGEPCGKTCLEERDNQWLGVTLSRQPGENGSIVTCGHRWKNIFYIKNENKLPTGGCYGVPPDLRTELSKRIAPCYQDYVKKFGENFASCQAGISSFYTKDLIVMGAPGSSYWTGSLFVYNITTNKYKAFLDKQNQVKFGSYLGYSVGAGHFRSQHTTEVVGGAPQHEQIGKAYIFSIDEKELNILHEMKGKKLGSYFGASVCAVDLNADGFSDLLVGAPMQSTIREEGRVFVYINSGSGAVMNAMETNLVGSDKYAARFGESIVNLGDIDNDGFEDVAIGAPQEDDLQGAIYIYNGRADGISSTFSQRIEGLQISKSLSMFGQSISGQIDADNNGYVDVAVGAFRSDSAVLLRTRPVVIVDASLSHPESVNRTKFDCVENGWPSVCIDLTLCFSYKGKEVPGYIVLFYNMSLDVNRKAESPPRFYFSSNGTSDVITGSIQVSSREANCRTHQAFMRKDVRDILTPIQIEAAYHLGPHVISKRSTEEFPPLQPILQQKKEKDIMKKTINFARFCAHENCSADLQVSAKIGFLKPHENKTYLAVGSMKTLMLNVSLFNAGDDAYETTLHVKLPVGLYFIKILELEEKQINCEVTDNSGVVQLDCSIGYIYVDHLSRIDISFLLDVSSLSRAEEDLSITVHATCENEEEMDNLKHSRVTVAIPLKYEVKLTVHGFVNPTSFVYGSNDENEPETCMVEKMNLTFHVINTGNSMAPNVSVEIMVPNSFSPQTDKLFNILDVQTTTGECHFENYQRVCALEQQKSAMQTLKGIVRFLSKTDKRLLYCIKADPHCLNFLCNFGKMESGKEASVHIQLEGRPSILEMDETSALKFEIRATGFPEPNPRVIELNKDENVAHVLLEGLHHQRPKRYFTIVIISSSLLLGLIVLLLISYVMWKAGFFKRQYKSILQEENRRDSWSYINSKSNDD
# VLA-4 antagonist = inhibitors of LDV-FITC ligand binding to Mn2+-activated human VLA-4 integrin | Jurkat cells, LDV-FITC binding with Mn2+, flow cytometry; 100% = Mn2+-driven binding gain fully reversed | inhibition, % at 10 µM (by protocol) | P13612 | 24,000 tested, 0.2% active;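 active = inhibition above 50%; inconclusive = compound itself fluorescent, judged against control cell fluorescence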;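 note: 0% = Mn2+ stimulated cells lacking compound and 100% = ligand binding without Mn2+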
# Prostate diff = promotes differentiation of LNCaP prostate cells. side scatter shift, % at 10 µM. flow cytometry side scatter, 4 d. 24,000 tested, 0.56% active;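 active = side scatter shift above 30%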;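 note: androgen-responsive LNCaP prostate cancer cells in charcoal-stripped serum medium; percent of cells past a gate set so DMSO wells show 10% shift; higher shift means more granular cells and more differentiation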
# Starred values were filed as active, the others as inactive; ? = inconclusive; / = not tested or not shown.
SMILES,Jurkat autofluor,VLA-4 allo ag,VLA-4 antagonist,Prostate diff
Cc1ccc(CNC(=O)c2ccc(Cn3nc(C)c(Cl)c3C)o2)cc1,1.1,-1,-3,7
C=CCn1c2ccccc2c2nnc(SCC(=O)NC(C(=O)OC)C(C)C)nc21 (stereo not drawn),0.99,-3,-13,5
CCOc1ccc(C2N(c3cc(C)on3)C(=O)C3CCCN32)cc1OC (stereo not drawn),1.1,1,4,9
COc1ccc(NC(=O)c2ccco2)cc1NC(=O)c1cccs1,1.1,-5,4,3
CCC1Oc2ccc(C)cc2N(CC(=O)N2CCN(c3ccc(F)cc3)CC2)C1=O (stereo not drawn),1.2,-5,4,15
CC(C)(C)c1ccc2c(c1)N(CC(=O)O)C(=O)CO2,1.1,?,?,1
Cc1ccc2c(c1)N(CCC(=O)NC1CC1)C(=O)C(C)O2 (stereo not drawn),0.99,3,-6,8
CCS(=O)(=O)N1CCC(C(=O)NCC2CCCO2)CC1 (stereo not drawn),1,8,-20,11
CCN1CCN(Cc2ccccc2NC(=O)Nc2ccc(C)cc2)CC1,1,-14,-22,11
COc1ccc(CCNS(=O)(=O)c2ccc3c(c2)CCN3C(=O)CCC(=O)O)cc1OC,0.99,1,5,11
OC(COCc1ccccc1)CN1CCN(c2ccccc2F)CC1 (stereo not drawn),0.98,2,-34,13
C=C(C)Cn1c(N2CCN(CC)CC2)nc2c1c(=O)[nH]c(=O)n2C,1.1,-2,1,0
CC(=O)N1CCc2cc(Br)cc(S(=O)(=O)N3CCN(C(=O)c4ccco4)CC3)c21,1,2,-5,10
CCOC(=O)C(CCc1nnc(N)s1)C(=O)OCC,0.99,-2,-6,6
Cc1cccc(S(=O)(=O)Nc2cccc(-c3cn4ccsc4n3)c2)c1,1.1,0,-8,9
N#CCC(=O)Nc1ncn(Cc2ccccc2Cl)n1,1.1,2,-2,11
CCCC(=O)Nc1ccc(NC(=O)c2cccs2)cn1,1.1,0,-12,17
CCC(=O)Nc1ccc(NC(=O)c2cccc(OC)c2)nc1,1,-2,-20,6
CC(=O)Nc1ccc(S(=O)(=O)N2CCN(c3cc(C)nc4ccccc34)CC2)cc1,0.94,-1,-8,14
COc1cc(-c2nc(Cc3c(F)cccc3Cl)no2)cc(OC)c1OC,0.85,0,-5,4
CCCS(=O)(=O)N1CCCC(C(=O)NCCCN(Cc2ccccc2)C(C)C)C1 (stereo not drawn),1,-1,-1,1
Cn1cccc1Cc1nnc(SCC(=O)N2CCc3ccccc32)n1-c1ccc(F)cc1,1.1,0,-3,3
CC1=C(C(=O)NCCCOC(C)C)C2(CCC(C)CC2)OC1=O (stereo not drawn),1,-4,4,3
Cc1cc(C)c2nc(N3CCC(C(=O)N4CCCC4)CC3)sc2c1,0.94,5,-32,8
CCC(=O)N1CCc2cc(S(=O)(=O)NC(Cc3ccccc3)C(=O)NC3CCCC3)ccc21 (stereo not drawn),0.91,7,-11,10
O=C(Nc1cccnc1)c1coc(=O)c2ccccc12,1,-5,2,12
O=C(NCCCN1CCOCC1)C1CC(=O)N(C2CCCCC2)C1 (stereo not drawn),0.98,1,-1,12
CC1CCCC(C)N1CCNC(=O)C1CCN(S(=O)(=O)N2CCCCC2)CC1 (stereo not drawn),1,2,7,6
O=C(c1ccccc1)c1ccc2nc(N3CCCCC3)c3nncn3c2c1,2.1,?,?,6
CCOC(=O)c1c(C)c(C(=O)Nc2ccc3c(c2)OCCO3)c(C)n1CC,1.1,-1,-26,2

# 3 entries out of the list above, sorted by their value in VLA-4 antagonist, ascending.
mol	VLA-4 antagonist
C=CCn1c2ccccc2c2nnc(SCC(=O)NC(C(=O)OC)C(C)C)nc21 (stereo not drawn)	-13
Cn1cccc1Cc1nnc(SCC(=O)N2CCc3ccccc32)n1-c1ccc(F)cc1	-3
CCCS(=O)(=O)N1CCCC(C(=O)NCCCN(Cc2ccccc2)C(C)C)C1 (stereo not drawn)	-1

# Going on with the list:
SMILES,Jurkat autofluor,VLA-4 allo ag,VLA-4 antagonist,Prostate diff
Cc1nc(N2CCN(c3ncccn3)CC2)c2oc3ccccc3c2n1,1.1,-4,-6,11
O=C(OCC(=O)N1CCCC1)c1cncc(Br)c1,0.97,-4,-2,3
Cc1cc(C)c(C#N)c(SCS(=O)Cc2ccc(Cl)cc2)n1 (stereo not drawn),1.1,-2,24,4
CCC(C)NC(=O)c1ccccc1NC(=O)CN1C(=O)c2ccccc2S1(=O)=O (stereo not drawn),1,1,?,3
O=C(CN1CCN(S(=O)(=O)c2ccc(F)cc2)CC1)Nc1cc(C(F)(F)F)ccc1Cl,1.2,-1,-5,8
O=S(=O)(c1cccs1)N1CCN(Cc2nc3ccccc3s2)CC1,1.1,8,0,22
COc1ccc(CN2CC(C(=O)NCCN3CCOCC3)CC2=O)cc1 (stereo not drawn),0.98,-1,-1,5
COc1ccc(S(=O)(=O)Nc2ccc(F)c(F)c2)cc1Cl,0.95,0,-24,11
COc1ccc(-c2nc3cnccn3c2Nc2ccc3c(c2)OCO3)cc1,1.2,1,17,4
CCOC(=O)C1=C(C)N=c2s/c(=C\c3cccn3C)c(=O)n2C1c1cccc(OC)c1OC (stereo not drawn),7.8*,?,?,11
COCCN1CCN(c2c(C)c(C)nc3cc(-c4cccc(OC)c4)nn23)CC1,1.1,0,4,11
CCOc1nc(SCCOc2ccccc2)nc(N(C)C)n1,1,-8,4,9
CC1CC(=O)c2cnc(NCC3CCCO3)nc2C1 (stereo not drawn),1,2,-16,6
CSc1ccccc1C(=O)NC1CC2CCC1C2 (stereo not drawn),0.91,-2,12,14
Cc1ccc(CCNC(=O)C2CCN(C(=O)c3sccc3-n3cccc3)CC2)cc1,1,-6,23,9
FC(F)Oc1ccc(-c2csc(Cc3nnc4n3CCCCC4)n2)cc1,0.99,2,-5,13
Cc1ccc(Nc2nc(N)nc(CN3CCN(Cc4ccc5c(c4)OCO5)CC3)n2)cc1,1,8,-8,22
CC(C)C1N(S(=O)(=O)c2ccccc2)CCN1S(=O)(=O)c1ccccc1,0.94,2,12,5
Cc1n[nH]c(C)c1S(=O)(=O)N1CCOCC1,1,1,4,7
CCOC(=O)N1CCN(S(=O)(=O)c2ccc3c(c2)SCC(=O)N3)CC1,1,-1,-3,4
O=C(NCCCN1CCOCC1)c1cc(-c2ccc(Br)cc2)on1,1.1,1,5,10
CC(NC(=O)c1cccs1)C(c1cccs1)N1CCN(c2ccccc2)CC1 (stereo not drawn),1.2,-8,8,14
COc1cccc2[nH]c3c(N4CCN(Cc5ccc6c(c5)OCO6)CC4)ncnc3c12,1.1,-4,24,/
O=C(NCc1nnc(SCC(=O)N2CCCC2)o1)c1ccccc1F,0.93,1,4,5
CCCc1cc(C(=O)NCc2ccc(OC)cc2)no1,0.98,-1,-3,10
O=C(NCCc1ccccc1)C1CCCN(S(=O)(=O)c2cccs2)C1 (stereo not drawn),1.1,-5,14,5
O=C(Nc1ccc(N2C(=O)C3C4C=CC(C4)C3C2=O)cc1)Nc1nncs1 (stereo not drawn),1,-3,-1,7
CCCCNC(=O)CN(C1CCCCC1)S(C)(=O)=O,1,0,-20,6
Cc1cc(NC(=O)c2cc(C3CC3)on2)n(-c2ccccc2)n1,1.1,1,1,15
COC(=O)c1cccc(NC(=O)C2COc3ccccc3O2)c1C (stereo not drawn),1.1,2,-20,13

# 6 entries already listed, ordered by formula weight, rising:
SMILES,Jurkat autofluor,VLA-4 allo ag,VLA-4 antagonist,Prostate diff
CCCc1cc(C(=O)NCc2ccc(OC)cc2)no1,0.98,-1,-3,10
Cc1cc(NC(=O)c2cc(C3CC3)on2)n(-c2ccccc2)n1,1.1,1,1,15
COC(=O)c1cccc(NC(=O)C2COc3ccccc3O2)c1C (stereo not drawn),1.1,2,-20,13
FC(F)Oc1ccc(-c2csc(Cc3nnc4n3CCCCC4)n2)cc1,0.99,2,-5,13
O=C(NCCc1ccccc1)C1CCCN(S(=O)(=O)c2cccs2)C1 (stereo not drawn),1.1,-5,14,5
CC(NC(=O)c1cccs1)C(c1cccs1)N1CCN(c2ccccc2)CC1 (stereo not drawn),1.2,-8,8,14

# The results go on.
SMILES,Jurkat autofluor,VLA-4 allo ag,VLA-4 antagonist,Prostate diff
COc1cc(S(=O)(=O)N2CCOCC2)ccc1NC(=O)COC(=O)C12CC3CC(CC(C3)C1)C2,1,0,6,6
Cc1nc2sc(C(c3ccc(F)cc3)N3CCOCC3)c(O)n2n1 (stereo not drawn),1,?,?,2
CCCCOC(=O)c1ccc(OC(=O)c2cccnc2)cc1,0.96,-1,-6,5
COc1cc2c(cc1OC)CN(C(=O)COc1ccc(C)c(C)c1)CC2,1.1,-7,3,11
N#CCCNCC1(c2ccccc2)CCCC1,1,3,-2,5
Cc1ccc(N(C(=O)c2ccc(S(=O)(=O)N3CCOCC3)cc2)C2C=CS(=O)(=O)C2)cc1 (stereo not drawn),1.1,-7,-4,3
Cn1nc(-c2ccccc2F)c2cc(C(=O)N3CCN(C(=O)c4ccco4)CC3)sc21,1.1,-10,9,12
COC(=O)c1ccc2c(=O)n3c(nc2c1)SCC(c1ccccc1)=N3,1.1,4,11,12
Cc1cc(C)c2c(n1)nn1c(N3CCN(c4cccc(Cl)c4)CC3)cc(C)nc21,1.1,-2,6,21
CC1=C(C(=O)Nc2ccccn2)C(c2cccnc2)n2nnnc2N1 (stereo not drawn),1,7,-14,6
O=C(NCc1ccco1)c1cccc2c1C(=O)N(C1CCCCC1)C2,1.1,1,-10,15
COc1ccc(CN2C(=O)c3cccnc3C2Nc2cc(Cl)c(OC)cc2OC)cc1 (stereo not drawn),1.1,3,-7,9
Cc1c(C(=O)OCC(C)C)[nH]c2c1C(=O)CC(c1ccco1)C2 (stereo not drawn),1,6,-18,14
Cn1c(SCc2nc(-c3ccc(Cl)cc3)no2)nnc1-c1ccco1,0.94,3,1,14
CCCN(CCO)Cc1cccc(Br)c1,0.98,-2,-13,7
CCOc1ccc(OCC)c(NC(=O)Cn2cccc2)c1,1.2,1,-22,2
O=C(CN1C(=O)C2C3C=CC(C3)C2C1=O)NCCC1=CCCCC1 (stereo not drawn),0.86,6,-7,16
Cc1nn(C(=O)c2cc3sccc3[nH]2)c(C)c1C,1.2,1,-5,2
Nc1cc(-c2ccc(Br)cc2)nn1S(=O)(=O)c1ccccc1,1.1,-3,2,7
CCOC(=O)N1CCC(NC(=O)C2CCC(CNS(=O)(=O)c3ccc(OC)cc3)CC2)CC1 (stereo not drawn),1.1,-2,-1,12
CCOc1ccc(-c2nnc3ccc(SCC(=O)N4CCN(c5ccccc5)CC4)nn23)cc1,0.8,14,-28,15
C=CCNC(=O)Cn1nc(-c2ccccc2)ccc1=O,0.96,-3,-25,13
COc1ccc(N2CCN(C(c3cccs3)c3nnnn3C3CCCC3)CC2)cc1 (stereo not drawn),2.1,?,?,6
O=C(CNS(=O)(=O)c1ccc(Br)s1)Nc1ccc2c(c1)OCCO2,1.1,1,5,4
O=C(NCc1ccco1)C1CCN(S(=O)(=O)N2CCC3(CC2)OCCO3)CC1,1.1,3,-16,3
Cc1cc(C(N)=O)c2cc(Br)ccc2n1,1.1,-6,-26,6
CN(C)c1ccc(/C(=N\O)c2ccccc2)cc1,0.95,10,-25,9
COc1ccccc1-c1cc(C(=O)Nc2cc(C)n(Cc3ccc(Cl)cc3)n2)no1,1.1,-17,39,18
OC[C@H]1O[C@@H](n2cnc3c(NC4CCCC4)ncnc32)[C@H](O)[C@@H]1O,0.99,5,-4,3
Cc1cc(NCCN(C)C)n2nc(-c3cccs3)cc2n1,1.9,?,?,9
CCc1ccccc1N1CSC2=C(C#N)C(c3ccccc3F)CC(=O)N2C1 (stereo not drawn),1.1,0,-9,18
Cc1cccc(NCc2ccccc2O)c1C,0.96,2,-26,16
CCCCOC(=O)Nc1cc(C(=O)OC)ccc1C(=O)OC,1,2,18,/
CCN1CCCC1CNC(=O)Cn1cnc2ccc(S(=O)(=O)N3CCC(C)CC3)cc2c1=O (stereo not drawn),1.1,?,?,2
CCCc1cc(C(=O)Nc2sc(C(C)=O)c(C)c2C(=O)OCC)no1,1,4,-4,11
COc1ccc(N2C(=O)C3C4C=CC(C4)C3C2=O)nn1 (stereo not drawn),0.98,6,-32,3
Cc1cc(C)n(-c2nc(C)nc3sc4c(c23)CCC(C)C4)n1 (stereo not drawn),0.92,6,-19,7
CN(Cc1ccccc1)S(=O)(=O)c1ccc(S(=O)(=O)N2CCN(CCC#N)CC2)cc1,1,2,-8,25
Cc1ccc(C)c2[nH]c(=O)c(CCNC(=O)CC(C)(C)C)cc12,1.1,1,3,3
CC(C)c1ccc(NS(=O)(=O)c2ccc3[nH]cc(C(=O)N4CCC(C(N)=O)CC4)c(=O)c3c2)cc1,1,7,-7,8
O=c1[nH]c2ccc(S(=O)(=O)N3CCN(c4ccccc4F)CC3)cc2s1,1,-1,-20,5
CCOc1ccc(N2Cc3ncccc3C2=O)cc1,1.1,0,1,9
O=C(c1ccco1)N1CCN(c2ccc(Cl)cc2)CC1,1.1,-2,0,14
CCn1c(SCC(=O)Nc2nc(C)cs2)nnc1-c1ccco1,0.95,0,-20,7
O=C(c1ccccc1)c1ccncc1,0.97,1,-3,5
Cc1n[nH]c(C)c1S(=O)(=O)N1CCN(c2ccccn2)CC1,1,-4,9,15

# Only part of the results is shown (hit frequency here may not be typical).
